HRas wt GTP bind – modulators of GTP binding to HRas wildtype, primary screen, biochemical, bead-based flow cytometry, multiplex; GTPase HRas (Homo sapiens), P01112; GST-Ras wt beads, Bodipy-FL-GTP binding; actives lie on both sides; GTP binding activity, % at 10 µM; 0.14% of 190,000 active;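 active = GTP binding activity at least 20% away from the 100% baseline, either lowered as inhibitor or raised as activator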;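 also: 0% = unlabeled GTP competition control and 100% = no-compound control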
Target sequence (P01112 whole entry, looked up): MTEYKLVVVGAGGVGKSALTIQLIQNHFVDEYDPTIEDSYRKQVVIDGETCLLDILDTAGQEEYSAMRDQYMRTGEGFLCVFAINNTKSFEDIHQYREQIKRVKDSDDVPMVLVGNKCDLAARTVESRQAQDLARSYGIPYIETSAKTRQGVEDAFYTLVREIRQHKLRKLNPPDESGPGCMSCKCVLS
Cdc42 wt GTP – modulators of GTP binding to wildtype Cdc42, primary screen, biochemical, multiplex bead flow cytometry, Bodipy-GTP | Cell division control protein 42 homolog (Homo sapiens), P60953 | GST-Cdc42 beads; actives lie on both sides | percent activity (GTP binding), % at 10 µM | 0.2% of 190,000 active;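 active = percent activity GTP binding at least 20 points away from the 100% baseline, either down as inhibitor or up as activator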;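 also: median bead fluorescence of bound Bodipy-FL-GTP at 100 nM; 0% = excess unlabeled GTP control and 100% = no compound control; below 100% means less GTP binding so inhibitor and above means activator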
Pf gamet viab – late stage P. falciparum gametocyte viability inhibitors, primary screen, ATP luminescence, HTS; P. falciparum stage V gametocytes, 24 h; inhibition, % at 10.9 µM; 0.065% of 150,000 active; AID 743093, 2013;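 active = inhibition above the mean plus 3 SD of compounds within the control limits, set per campaign, cut at about 38% in these data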;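 also: 0% = DMSO wells and 100% = medium only without gametocytes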
Rac1 wt GTP bind – wildtype Rac1 GTP binding modulators, primary screen, biochemical, GST-Rac1 beads, flow cytometry, multiplex | GTP binding activity (% of control), % at 10 µM | Ras-related C3 botulinum toxin substrate 1 (Homo sapiens), P63000 | fluorescent GTP binding; actives lie on both sides; 0 = cold GTP competed, 100 = untreated | 0.27% of 190,000 active | AID 757, 2007;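 active = GTP binding activity at least 20 points away from the 100% control level, either lower or higher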
Rac1 mut GTP – GTP binding modulators of activated mutant Rac1, primary screen, biochemical, bead-based flow cytometry, multiplex, fluorescent GTP | Ras-related C3 botulinum toxin substrate 1 (Homo sapiens), P63000 | percent activity (GTP binding), % at 10 µM | 0.11% of 190,000 active | GST-Rac1 activated beads; actives lie on both sides; 100% means binding = to untreated wells | AID 764, 2007;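 active = GTP binding at least 20 percentage points away from the 100% baseline, in either direction, so actives lie on both sides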
RGS8-Gao reg – RGS8-Galphao binding modulators, primary screen, biochemical, multiplexed bead flow cytometry; 0.34% of 220,000 active; response (percent of control binding), % at 10 µM; Guanine nucleotide-binding protein G(o) subunit alpha (Homo sapiens), P09471; actives lie on both sides; in the data active = response below about 60% or above about 140%; inactive = in between;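 also: Galphao activated as the GDP aluminium fluoride complex binding bead-coupled RGS8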
Target sequence (P09471 whole entry, looked up): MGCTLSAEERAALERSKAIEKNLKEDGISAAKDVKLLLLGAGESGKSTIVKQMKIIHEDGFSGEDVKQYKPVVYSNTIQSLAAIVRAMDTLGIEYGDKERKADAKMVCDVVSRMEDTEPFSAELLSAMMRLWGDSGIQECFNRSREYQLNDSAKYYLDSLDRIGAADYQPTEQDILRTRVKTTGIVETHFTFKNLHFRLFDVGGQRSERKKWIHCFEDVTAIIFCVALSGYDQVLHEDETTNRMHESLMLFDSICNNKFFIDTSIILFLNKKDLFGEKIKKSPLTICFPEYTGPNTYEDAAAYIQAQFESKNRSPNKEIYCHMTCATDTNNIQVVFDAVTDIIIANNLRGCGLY
Mcl-1 Bim block – inhibitors of Bim peptide binding to Mcl-1, primary screen, biochemical, bead-based flow cytometry, multiplex | Bim peptide-Mcl-1 binding | inhibition, % at 10 µM | 0.1% of 190,000 active | AID 1009, 2008; in the data active = inhibition above about 40%;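 also: 0% = no compound tracer wells and 100% = peptide blocker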
Target sequence (Q07820 whole entry, looked up): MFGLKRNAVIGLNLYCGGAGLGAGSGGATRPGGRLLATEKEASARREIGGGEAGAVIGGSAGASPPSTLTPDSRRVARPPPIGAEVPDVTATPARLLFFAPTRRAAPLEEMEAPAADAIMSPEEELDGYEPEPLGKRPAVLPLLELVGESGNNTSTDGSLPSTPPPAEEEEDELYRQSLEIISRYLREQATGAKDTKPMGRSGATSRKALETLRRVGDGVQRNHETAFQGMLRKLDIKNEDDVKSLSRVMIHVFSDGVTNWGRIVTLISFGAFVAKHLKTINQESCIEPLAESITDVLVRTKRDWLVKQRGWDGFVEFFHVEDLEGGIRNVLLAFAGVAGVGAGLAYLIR
Mcl1 Noxa PPI – Mcl-1/Noxa binding inhibitors, primary screen, biochemical, TR-FRET, 1536-well. TR-FRET Mcl-1/Noxa peptide binding, 2 h. inhibition, % at 21.7 µM. 1.5% of 220,000 active. AID 1022, 2008;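 active = compounds that cut the protein-peptide binding signal by more than 50% relative to plate controls in a single-dose test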;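 also: His-tagged Mcl-1 with rhodamine Noxa BH3 peptide and terbium anti-His antibody; 0% = Mcl-1 plus Noxa peptide wells and 100% = peptide-only wells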
Mcl1-Bid inh – Mcl-1/Bid binding inhibitors, primary screen, biochemical, TR-FRET, 1536-well | Induced myeloid leukemia cell differentiation protein Mcl-1 (Homo sapiens), Q07820 | TR-FRET Mcl-1/Bid-Dy647 peptide binding | inhibition, % at 21.7 µM | 0.97% of 220,000 active | AID 1021, 2008;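 active = compounds that cut the binding signal by more than half at the single screening dose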;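 also: His-tagged Mcl-1 with europium anti-His antibody binding Bid BH3 peptide; 0% = Mcl-1 plus peptide wells and 100% = peptide-only wells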
Rab7 wt modul – modulators of GTP binding to Rab7, primary screen, biochemical, wildtype, multiplex bead flow cytometry; Rab7 GTPase wild type (dog), Bodipy-FL-GTP binding; GST-Rab7 beads, fluorescent GTP binding; actives lie on both sides; untreated = 100%, excess cold GTP = 0%; GTP binding activity (percent of control), % at 10 µM; 0.055% of 190,000 active; AID 758, 2007;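 active = fluorescent GTP binding to Rab7 beads changed by at least 20 points from the 100% baseline, either direction, mostly lower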;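 also: median green fluorescence of bound Bodipy-FL-GTP per Rab7 bead population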
Rab2 wt GTP – modulators of GTP binding to Rab2A wildtype, primary screen, biochemical, dog, bead-based flow cytometry, multiplex. Ras-related protein Rab-2A (Canis lupus familiaris), P61105. 0.19% of 190,000 active. GST-Rab2 wt beads, Bodipy-GTP binding. GTP binding activity, % at 10 µM;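 active = GTP binding activity at least 20 points away from 100%, either lowered or raised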;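 also: 0% = beads with excess unlabeled GTP and 100% = no-compound control corrected for plate trend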
* = called active by the depositor; x = not tested or not shown.

smiles	HRas wt GTP bind	Cdc42 wt GTP	Pf gamet viab	Rac1 wt GTP bind	Rac1 mut GTP	RGS8-Gao reg	Mcl-1 Bim block	Mcl1 Noxa PPI	Mcl1-Bid inh	Rab7 wt modul	Rab2 wt GTP
CC(=O)C1C(c2ccc(C)cc2)c2c(noc2C)CC1(C)O (stereo not given)	93	96	2	96	95	105	2	-10	-9	94	96
COc1ccc(NC(=O)C(C)NS(=O)(=O)c2ccccc2)cc1Cl (stereo not given)	101	100	x	102	99	100	4	-5	-23	99	98
Cc1ccc(-c2nnn(CC(=O)NCCc3ccc4c(c3)OCO4)n2)cc1	94	95	-6	95	93	101	2	-6	-14	103	94
COC(=O)C1=C(C)N(c2cccc3ccccc23)C(=O)C1	99	96	x	94	96	102	-3	1	-21	96	94
N#CCCN(C(=O)COC(=O)Cc1ccc(Br)cc1)c1ccccc1	94	93	0	94	94	97	3	22	-22	88	93
O=S(=O)(Nc1ccc2c(c1)nc1n2CCOC1)c1ccc(Cl)cc1	101	102	-24	102	100	100	-2	21	-29	97	99
Cc1nnc(SCC(=O)NCc2ccc3c(c2)OCO3)n1C	96	97	-10	99	95	95	0	3	-6	94	99
Cc1ccc(C)c(NC(=O)c2ccc(S(=O)(=O)C(F)F)cc2)c1	99	98	9	101	100	104	-2	20	-33	100	100
Cc1cc(C)c(N(C(=O)c2csnn2)C(C(=O)NC(C)(C)C)c2ccncc2)c(C)c1 (stereo not given)	98	98	2	100	95	102	-1	-2	-5	99	96
O=C(c1nc2ccccn2c1CNCCCn1cccn1)N1CCCC1	99	98	14	97	96	100	0	2	-73	105	101
COc1ccc(OCCn2nnc(-c3ccc(Cl)cc3)n2)cc1	98	102	x	100	96	96	1	-6	-3	98	95
Cc1ccc(S(=O)(=O)c2nc(S(C)(=O)=O)sc2N(C)C)cc1	101	103	x	104	100	101	0	12	-7	97	100
CN(C)c1nc(SCCOC(=O)c2ccccc2)nc(N(C)C)n1	96	95	-12	95	94	101	-2	15	-14	97	95
O=C(COC(=O)c1ccccc1NC(=O)c1ccco1)NC1CCCCC1	100	103	24	106	98	98	-1	3	-11	104	102
S=c1[nH]nc(-c2ccccc2)n1CC1CCCO1 (stereo not given)	97	97	22	103	97	98	0	-17	-22	99	95
CCCc1cc2c(=O)n(NC(=O)c3nn(C)cc3[N+](=O)[O-])c(C)nc2s1	95	98	-9	99	93	101	-1	-12	-16	93	94
COC(=O)c1cc(OC)c(OC)cc1NC(=O)C(C)c1ccc([N+](=O)[O-])cc1 (stereo not given)	98	99	4	100	97	98	-7	23	4	97	98
Cc1ccc(O)c(C(=O)c2cc(C#N)c(=O)n(CC3CCCO3)c2)c1 (stereo not given)	104	107	x	105	103	98	0	-7	-24	102	102
O=C(c1cccc(-c2ccc(O)cc2)c1)N1CCN(c2ccc(F)cc2)CC1	98	96	x	101	95	100	0	22	-22	99	98
CC(C)NC(=O)C1CC=CCC1C(=O)O (stereo not given)	103	101	0	105	103	101	0	15	-7	103	101

Next part:
smiles	HRas wt GTP bind	Cdc42 wt GTP	Pf gamet viab	Rac1 wt GTP bind	Rac1 mut GTP	RGS8-Gao reg	Mcl-1 Bim block	Mcl1 Noxa PPI	Mcl1-Bid inh	Rab7 wt modul	Rab2 wt GTP
COc1ccc(S(=O)(=O)Nc2cc(C)ccn2)cc1	101	97	15	104	96	101	-2	7	33	103	100
Cc1cccc(N2CCN(C(=O)Cn3c(=O)[nH]c4ccsc4c3=O)CC2C)c1 (stereo not given)	99	99	x	97	97	100	0	8	-9	98	97
O=C(Nc1ccnc(-c2ccncc2)n1)c1ccc(F)cc1	99	99	x	102	96	100	-8	10	4	97	99
CCOC(=O)C1CCCN(c2cc(=O)n(C3CCCCC3)c(=O)[nH]2)C1 (stereo not given)	98	98	-10	101	97	101	-1	-11	-36	104	100
O=C(Nc1ccccc1C(=O)N/N=C/c1ccco1)c1ccccc1	98	100	x	102	101	103	-2	5	-27	101	100
COCC1CCN(Cc2cn[nH]c2-c2ccc(OC)cc2F)C1 (stereo not given)	94	95	21	99	96	101	-1	1	-47	96	95
O=C(c1ccco1)N1CCN(C(=O)c2cc3c(s2)-c2ccccc2OC3)CC1	98	99	x	105	98	97	-1	22	1	98	96
CCCCCNC(=O)CCc1ccccc1	102	102	x	107	100	105	1	-3	-9	101	100
Cc1cc(C(=O)COC(=O)[C@H](C)NC(=O)c2ccco2)c(C)n1Cc1ccco1	99	103	-15	101	97	102	4	14	-43	98	101
COc1cc(OC)cc(-c2cc3nc(C)c(CCC(=O)Nc4nc(C)cs4)c(C)n3n2)c1	93	93	x	94	96	101	-3	15	0	97	93
CC1COc2ccccc2N1S(=O)(=O)c1ccc(Cl)cc1 (stereo not given)	96	94	12	103	96	107	-1	-9	-15	99	93
CCOC(=O)c1ccc(NC(=O)c2nccnc2C(=O)O)cc1	95	92	x	94	96	87	-5	16	30	97	97
CC(C)Nc1nnc(SC(C)C(=O)Nc2ccc(Cl)cn2)s1 (stereo not given)	105	102	-3	102	98	98	-5	11	-5	106	105
O=C(CSc1nnnn1-c1ccc2c(c1)OCCO2)c1cccc2c1OCCO2	92	90	x	89	89	97	-2	-76	-21	93	92
COC(=O)CSc1nnc(CNC(=O)c2ccco2)n1-c1ccc(F)cc1	96	97	x	94	95	96	-2	-6	-41	86	95
CC(=O)c1c(C)[nH]c(C(=O)OCc2nnc(-c3ccccc3)o2)c1C	101	102	27	103	99	92	-2	-15	51*	99	101
CCN(CC)CCCNc1nc2ccccc2[nH]1	102	101	x	107	102	102	-1	21	-6	102	101
O=C(NC(N1CCOCC1)C(Cl)(Cl)Cl)c1ccccc1Cl (stereo not given)	97	97	-17	94	93	99	-1	-2	-16	97	95
NC(=O)C[C@@H]1NC(=O)c2cc([N+](=O)[O-])cc(F)c2NCCCC[C@@H](C(N)=O)NC(=O)[C@H](CO)NC1=O	102	105	28	105	98	76	4	-22	-11	103	101
NS(=O)(=O)c1ccc(CCNC(=O)c2ccc(Cn3c(=O)[nH]c4ccccc4c3=O)cc2)cc1	97	96	-16	99	96	101	-3	13	-16	95	95

The results go on:
smiles	HRas wt GTP bind	Cdc42 wt GTP	Pf gamet viab	Rac1 wt GTP bind	Rac1 mut GTP	RGS8-Gao reg	Mcl-1 Bim block	Mcl1 Noxa PPI	Mcl1-Bid inh	Rab7 wt modul	Rab2 wt GTP
COc1ccc(C=O)cc1COc1ccc(Cl)cc1[N+](=O)[O-]	99	99	x	102	98	100	0	8	-12	99	100
NC(=O)Cn1c(=O)n(CCCC(=O)NC2CCN(Cc3ccccc3)CC2)c(=O)c2ccccc21	96	95	4	96	93	100	0	-1	8	96	92
CCn1nnnc1SCC(=O)Nc1ccc(OC)cc1	99	100	x	100	100	104	-6	-6	0	92	98
Clc1ccccc1-c1ncc2ccccn12	99	99	12	101	96	101	0	18	-11	108	102
CC(=O)c1c(C)n(-c2ccccc2)c2ccc(OCC(N)=O)cc12	95	97	x	97	95	100	1	-2	-22	98	98
CCNC(=S)Nc1ccc2ncoc2c1	95	94	9	98	95	99	-2	14	-35	94	94
O=C(CC12CC3CC(CC(C3)C1)C2)Nc1cccc2ncccc12	96	96	-19	98	95	102	0	-8	-4	96	93
CCOC(=O)CSc1nnc(Cc2ccccc2)n1-c1cccc(Cl)c1	104	105	x	107	103	104	3	-3	-3	102	103
COCCOC(=O)c1[nH]c2c(c1C)C(=O)CC(c1ccccc1)C2 (stereo not given)	98	99	x	101	98	100	3	-4	-10	98	97
CC(=O)c1ccc(OCc2cc([N+](=O)[O-])cc3c2OCOC3)cc1	94	96	0	97	93	101	0	4	-49	94	94

Three of the compounds above, with two lines to a compound:
Each structure is followed by: HRas wt GTP bind, Cdc42 wt GTP, Pf gamet viab, Rac1 wt GTP bind, Rac1 mut GTP, RGS8-Gao reg, Mcl-1 Bim block, Mcl1 Noxa PPI, Mcl1-Bid inh, Rab7 wt modul, Rab2 wt GTP
CCOC(=O)CSc1nnc(Cc2ccccc2)n1-c1cccc(Cl)c1
    104, 105, x, 107, 103, 104, 3, -3, -3, 102, 103
COCCOC(=O)c1[nH]c2c(c1C)C(=O)CC(c1ccccc1)C2 (stereo not given)
    98, 99, x, 101, 98, 100, 3, -4, -10, 98, 97
CC(=O)c1ccc(OCc2cc([N+](=O)[O-])cc3c2OCOC3)cc1
    94, 96, 0, 97, 93, 101, 0, 4, -49, 94, 94

Compound activity (PubChem)
